# LEDGF integ inh: blocks HIV-1 LEDGF/p75-dependent DNA integration; TR-FRET IN-LEDGF/p75 DNA integration, Eu/Cy5; inhibition, % at 3.7 µM; 370,000 compounds, 0.64% hits; AID 743269;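 active = inhibition above the screen-wide mean plus 3 SD, cut at about 13% in these data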;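 note: signal is the Cy5 over europium emission ratio at 671 and 618 nm; 0% = plate median of compound wells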
# ARFGAP1 inh: rat ARFGAP1 inhibition. Q62848. Arfgap1-stimulated ARF1 GTP hydrolysis, GDP FP detection. inhibition, % at 16.5 µM. 360,000 compounds, 0.26% hits. AID 651572;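 active = inhibition above a per-plate limit, mean inhibition of low control wells plus 3 SD, cut at about 25% in these data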;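 note: 0% = DMSO wells with enzyme and 100% = wells lacking Arfgap1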
#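 Repeats: one replicate per compound; assay system: rat Arfgap1 catalytic domain, aa 1-136; times: enzyme reaction 120 min at 25 °C after 20 min preincubation; detection: FP of antibody-bound GDP Alexa 633 tracer, ex 620/em 688 nm; benchmarks: high control wells lacking Arfgap1, low control full reaction with DMSO; reagent: human ARF1(Δ1-17)-GTP substrate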
# PLCg1 inh: inhibitors of human phospholipase C gamma1 | inhibition, % at 12.2 µM | P19174 | 370,000 compounds, 0.84% hits | purified PLC-gamma1, fluorogenic substrate, fluorescence; in the data active = inhibition above about 9.5%
# TDP2 inh: TDP2 (human) inhibition, absorbance primary screen | 370,000 compounds, 0.34% hits | recombinant TDP2, T5PNP hydrolysis, p-nitrophenol absorbance 415 nm | inhibition, % at 12.8 µM | O95551 | AID 720702;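 active = inhibition above the mean of all tested compounds plus 3 SD, set per campaign, cut at about 25% in these data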;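 note: 0% = DMSO with enzyme and 100% = buffer with substrate but no TDP2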
#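 System – recombinant human TDP2 · Amount – 120 nM TDP2 per well · Buffer or medium – Mg2+-containing Tris-HCl buffer, pH 7.5 · Reagent – T5PNP substrate, 5 mM · Dosing – 12.8 µM single point, 1% DMSO · Incubation – 2 h at 37 °C · Measured by – epi absorbance · Read-out basis – percent inhibition · Benchmarks – high control without enzyme, low control DMSO plus TDP2 · Repeats – singlicate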
# DDE Tn7 FP inh: disrupts Tn7 cyclic peptide binding to fibrin D-Dimer-E complex; FP displacement of FITC-Tn7 peptide from fibrin DD(E); 0% = median of compound wells per plate; AID 720508; 370,000 compounds, 0.13% hits; inhibition, % at 8.3 µM;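 active = inhibition above the mean of compounds falling within the control limits plus 3 SD of them, cut at about 14% in these data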;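 note: 0% = plate median of compound wells and 100% = 10 µM Aha-Tn7 peptide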
#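 System: human fibrin DD(E); quantity: Fibrin-DD(E) at 2 µM final; also added: fluorescent Tn7 probe at 0.1 µM; compound dosing: single nominal test concentration of 8.3 µM per compound; schedule: 10 min preincubation, 3 h with tracer, room temperature; detection: fluorescence polarization of the labelled Tn7 tracer; repeats: one replicate per compound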
# proKLK7 act: proKLK7 (human) activation, primary screen; P49862; purified proKLK7, EDANS-DABCYL substrate fluorescence; 100% is mature enzyme control, 0% vehicle; activation, % at 7 µM; 370,000 compounds, 0.9% hits; AID 652039;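 active = activation above the mean of all tested compounds plus 3 SD, computed per campaign excluding outliers beyond control limits, cut at about 13% in these data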
# ASAP1 GAP inh: inhibitors of human ASAP1 ArfGAP activity. AID 624377. ASAP1-stimulated ARF1 GTP hydrolysis, GDP FP detection. 360,000 compounds, 0.19% hits. inhibition, % at 16.5 µM; in the data active = inhibition above about 25%;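 note: 0% = vehicle with enzyme and substrate and 100% = no enzyme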
# DDE Tn6 FP inh: DD(E)-Tn6 binding inhibition, primary FP screen; P02675; Fibrin DD(E) TRITC-Tn6 fluorescence polarization displacement; inhibition, % at 8.3 µM; 370,000 compounds, 0.21% hits; AID 720509;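 active = inhibition above a per-campaign cutoff: mean of compounds within control limits plus 3 SD, cut at about 15% in these data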;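 note: 0% = median of all compound wells on the plate and 100% = blocking peptide control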
# ADAM17 inh: inhibitors of human ADAM17; inhibition, % at 6.95 µM; recombinant ADAM17, EDANS/DABCYL FRET peptide cleavage; 370,000 compounds, 0.83% hits; AID 720648; P78536;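 active = inhibition above the mean of compounds lying between control limits plus 3 SD, set per campaign, cut at about 8.5% in these data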;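 note: 0% = DMSO-only wells as the low control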
# ADAM10 inh: ADAM10 inhibition, QFRET primary screen. 370,000 compounds, 0.62% hits. inhibition, % at 7 µM. O14672. recombinant ADAM10, EDANS/DABCYL FRET peptide cleavage, 3 h. AID 720582;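 active = inhibition above a per-campaign cutoff equal to the mean of compounds falling between control-based bounds plus 3 SD, cut at about 20% in these data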;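 note: 0% = DMSO wells while the 100% control is not disclosed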
# Active calls of the source: *; / = no result given.
# Below each SMILES – LEDGF integ inh	ARFGAP1 inh	PLCg1 inh	TDP2 inh	DDE Tn7 FP inh	proKLK7 act	ASAP1 GAP inh	DDE Tn6 FP inh	ADAM17 inh	ADAM10 inh
> COC(=O)c1sccc1NC(=O)CC1C(=O)NCCN1C(=O)Nc1ccc(F)cc1F (centres undefined)
    0	5	2	2	-1	0.0	3	-6	0	1
> CC(C)(CN1CCc2ccccc2C1)NS(=O)(=O)c1ccccc1
    2	-1	0	13	-2	0.1	11	-7	-2	5
> O=C(c1cc[n+]([O-])cc1)N1CCc2c([nH]c3ccccc23)C1c1ccccc1Cl (centres undefined)
    0	-2	-1	7	5	0.8	2	-5	-1	-2
> Cc1ccc2[nH]c(=O)c(COC(=O)c3ccccn3)cc2c1
    0	-2	2	4	-1	-0.4	5	2	-2	-2
> Brc1csc2ncccc12
    -3	6	-1	12	3	0.3	-1	-1	1	-3
> C/C(CC(=O)Nc1ccc(Cl)cc1)=N\NC(=O)C(=O)NCCO
    0	-8	-1	-12	6	-1.3	-20	10	1	4
> Cc1cc(NC(=O)CCN2C(=O)/C(=C\c3ccccc3)SC2=S)no1
    1	0	1	-11	-4	0.4	-5	0	0	3
> O=C(O)CCN1C(=O)/C(=C2\C(=O)N(Cc3ccccc3Cl)c3ccccc32)SC1=S
    -8	8	1	1	4	-0.8	-6	3	-3	2
> CC(=O)NC(CC(=O)NCCOc1ccccc1F)c1ccccc1 (centres undefined)
    -5	2	0	-9	5	-0.1	-4	-9	-2	1
> COc1ccc(C(=O)Nc2c(Cl)cc(Cl)cc2C(=O)NCc2ccco2)cc1
    1	8	3	9	0	-0.1	-16	-1	0	2
> CCc1cccc(CC)c1-n1c(SCC(=O)N2CCCc3ccccc32)nc(O)cc1=O
    -4	-5	-1	-5	0	1.1	-4	4	-4	-10
> CCCC(=O)Nc1ccc(C(=O)NCC2CCCO2)cc1 (centres undefined)
    -1	8	0	-5	-6	-0.4	-1	6	-1	-6
> CCN(CC(=O)Nc1ccccc1OC)C(=O)c1ccc(NS(=O)(=O)c2ccc(C(C)=O)cc2)cc1
    0	1	1	-1	3	0.1	-4	3	-6	-10
> O=C1C2C3C=CC(CC3)C2C(=O)N1/N=C/c1ccc(O)c(O)c1 (centres undefined)
    -6	-6	5	-4	-4	0.4	8	2	2	-8
> NS(=O)(=O)c1ccc(CCNC2CC(=O)N(Cc3ccccc3)C2=O)cc1 (centres undefined)
    0	2	2	3	-5	0.6	0	-12	1	2
> Cc1[nH][nH]c(=O)c1C=Nc1ccc(C(F)(F)F)cc1
    0	-4	0	1	-3	0.8	-3	8	-1	-4
> Cn1nnc(C(O)CNCc2cccs2)n1 (centres undefined)
    2	-1	3	-10	3	0.7	-10	4	1	4
> OC(CNCc1ccccc1)COCc1ccc(Cl)cc1 (centres undefined)
    4	3	1	11	-7	0.0	-3	-4	2	1
> O=C1NC[C@H](c2ccccc2)OC(=O)[C@H](Cc2ccc(F)cc2)CC/C=C/C[C@H]1CC(=O)N(CCO)Cc1ccccc1
    2	-1	6	-16	-5	0.3	-4	5	17*	24*
> COc1cc(C(=O)NCC(=O)OCc2ccccc2Cl)cc(OC)c1OC
    2	-4	4	-18	4	0.0	-3	-3	-3	6
> COc1ccc(-c2ncncc2-c2csc(C)n2)c(O)c1
    1	10	1	-6	0	0.1	-8	-5	5	-12
> CCC(CO)Oc1cc(NC(=O)c2ccc(Cl)cc2)c2ncn(C(C)C)c2c1 (centres undefined)
    2	7	-2	13	11	0.1	7	1	-1	2
> O=C(c1ccccc1Cl)N1CCSCCS1(=O)=O
    1	5	0	3	-4	0.2	1	-1	-2	-13
> COc1cc(C(C2=C(O)CC(C)(C)CC2=O)C2C(=O)CC(C)(C)CC2=O)cc(OC)c1OC (centres undefined)
    -1	-1	-3	-3	-3	0.5	-2	-6	-1	-8
> CCCCCCCNC(=O)CC(NS(=O)(=O)c1ccc(NC(C)=O)cc1)C(C)C (centres undefined)
    0	2	4	-6	-8	-0.8	-4	5	1	-1
> Nc1ccc(C(=O)OCC(=O)Nc2ccc3c(c2)OCO3)cc1[N+](=O)[O-]
    1	5	-3	-4	-3	0.0	8	6	1	-4
> Nc1c(N(Cc2ccco2)C(=O)COc2ccc(Cl)cc2)c(=O)[nH]c(=O)n1Cc1ccccc1
    -2	-5	-2	10	4	0.1	-14	-4	-2	-5
> CC(C(=O)Nc1nc(-c2ccc(F)cc2)cs1)N1C(=O)C2CC=CCC2C1=O (centres undefined)
    -1	-13	1	10	5	0.3	-8	0	1	-2
> Cc1ccc(NCCC(=O)c2ccccc2)cc1Cl
    -1	3	-12	19	4	0.3	-8	-3	0	-1
> CCc1nn(CC(=O)NCCC(C)C)c(=O)c2cc3c(OC)cccc3n12
    8	4	-12	4	1	-0.3	11	5	-19	-61
> Cc1cc(C)nc(SCC(=O)OC(C)C(=O)Nc2ccccc2)n1 (centres undefined)
    4	2	4	1	2	0.0	-2	-4	-1	-3
> Cc1cccc(CS(=O)(=O)Cc2ccc(C(=O)NCC3CCCO3)o2)c1 (centres undefined)
    0	5	1	6	3	-0.5	5	-4	-1	-5
> COc1cc(C(=O)C(=O)N2CCN(c3ccccc3)CC2)cc(OC)c1OC
    2	6	-3	-6	-6	0.2	-1	3	-3	1
> Cn1c(SCC(=O)Nc2nncs2)nnc1C1CC1
    5	-5	-2	10	2	0.2	9	5	-5	-6
> COC(=O)c1nnn(-c2nonc2N)c1CSc1nnc(C)s1
    3	-9	-1	4	1	-1.1	-2	5	-1	-6
> O=C(NCc1ccccc1)c1cccc2c(-c3cccnc3)coc12
    0	-2	1	-6	2	-0.3	12	-2	-1	-6
> COc1ccc(CN(CCN2CCOCC2)C(=O)c2ccc(F)cc2F)cc1OC
    -1	/	-3	15	6	1.1	/	0	-1	-4
> COc1ccc(N2C(=S)N(C(=O)c3ccccc3)C(=Nc3ccccc3)C2=Nc2ccccc2)cc1
    3	9	1	-10	-3	-0.1	-4	5	-3	3
> Cc1ccc(NC(=O)/C(=C/c2ccco2)c2ccccc2)c(C)c1
    1	2	-1	7	5	0.2	11	-9	0	6
> CC(C)CCN(C(=O)c1cc(=O)[nH]c2ccccc12)c1c(N)n(Cc2ccccc2)c(=O)[nH]c1=O
    -5	-14	-9	-2	-1	-0.1	-13	3	-6	-19
> CCOc1ccc(N2CC(C(=O)Nc3ccccn3)CC2=O)cc1 (centres undefined)
    -2	4	2	-5	-4	0.3	1	-3	-4	-6
> CCOC(=O)C1(Cc2ccccc2C)CCCN(Cc2cc(OC)c(O)c(OC)c2)C1 (centres undefined)
    -1	-3	-3	13	3	-0.5	-10	1	-5	-1
> Cc1cccn2c(=O)c(/C=C(\C#N)C(=O)NCc3ccccc3)c(N3CCC(C(N)=O)CC3)nc12
    -1	-7	-7	-9	16*	-0.8	1	5	-23	-65
> c1nnc(NC2=NCCCCC2)s1
    -1	1	-2	4	-1	-0.2	-20	4	-4	-6
> CC(C)c1ccc(CN2CCN(C(=O)CSc3nnnn3C3CC3)CC2)cc1
    -4	4	-2	0	-4	-0.4	-5	-2	-4	-14
> C/C(=N\Nc1ncc(Cl)cc1Cl)c1ccc(OC(F)F)cc1
    3	-10	-2	0	0	0.3	21	-3	-2	-9
> CCCNS(=O)(=O)c1ccc(CCC(=O)NCc2ccc3c(c2)OCO3)cc1
    -3	7	0	-7	-7	-0.7	1	-7	-4	-9
> C=CCn1c(=O)c2c(nc3n2CCN3c2cccc(Cl)c2C)n(C)c1=O
    -7	-1	-2	-5	5	0.1	-9	1	-3	-5
> O=C(c1ccc(S(=O)(=O)N2CCCCC2)cc1)c1nnc(-c2ccc(Cl)cc2)o1
    -3	-20	0	-7	4	-0.6	-17	3	0	3
> c1ccc(CCc2ccncc2)cc1
    -7	4	-1	7	4	-0.3	0	4	-1	-11
> O=C(c1cc(Cl)cc(Cl)c1)N1CCC2CC1c1cc(-c3ccc4c(c3)OCO4)ccc12 (centres undefined)
    -5	0	-4	11	2	-1.4	-4	8	-5	-3
> COc1ccc(NC(=O)n2nc(OC(=O)c3cccs3)cc2N)cc1
    -2	10	1	-3	5	-0.8	5	-12	-2	-1
> O=C(NCCc1ccc(Cl)cc1)c1ccc2nc(N3CCOCC3)sc2c1
    -4	2	1	4	-4	-0.3	14	-6	2	-9
> Cc1ccc(S(=O)(=O)Nc2cccnc2)cc1C
    -1	0	-1	-11	3	-1.5	-10	13	-1	-8
> O=C(OCC(=O)N1CCCc2ccccc21)c1ccccc1OC(F)F
    2	11	0	-1	-6	-0.3	2	1	0	3
> CC1(C)Cc2nc(-c3ccccc3)nc(SCC(=O)N3CCCC3)c2CO1
    -1	5	1	1	10	-0.4	-1	2	-3	1
> CCOC(=O)c1c(NC(=O)CSc2nnc(Cc3ccccc3)o2)sc(C(C)=O)c1C
    -1	2	-6	6	1	-0.3	7	5	-6	-16
> COc1cc([N+](=O)[O-])cc(/C=N/NC(=O)c2cccnc2)c1O
    -3	-8	0	-3	-5	0.0	-6	9	0	-255
> COc1ccc(CN(C)C(=O)c2cccc(C(=O)N(C)Cc3ccc(OC)cc3)c2)cc1
    -4	4	0	-1	-5	0.1	-1	-5	-2	-3
> Nc1nccc(-c2nn(-c3ccc(Cl)cc3)ccc2=O)n1
    -2	-6	-16	9	6	0.7	-2	-4	-3	-4

# Further results:
# Below each SMILES – LEDGF integ inh	ARFGAP1 inh	PLCg1 inh	TDP2 inh	DDE Tn7 FP inh	proKLK7 act	ASAP1 GAP inh	DDE Tn6 FP inh	ADAM17 inh	ADAM10 inh
> Oc1ccc(-c2[nH]ncc2-c2ccc(Cl)cc2)c(O)c1
    1	13	-8	10	2	-0.4	14	5	7	3
> CCCCn1c(N)c(N(CC(C)C)C(=O)c2oc3ccc(OC)cc3c2C)c(=O)[nH]c1=O
    -3	1	-10	20	3	0.3	-14	-7	-7	-13
> C[C@H](CO)N1C[C@H](C)[C@@H](CN(C)CC2CCCCC2)Oc2ccc(NC(=O)CCN3CCOCC3)cc2C1=O
    -4	-26	-12	10	-3	1.4	-5	1	-5	-15
> Cc1cccc(NC(=O)c2nc[nH]c2C(=O)NCCCCCCNC(=O)c2[nH]cnc2C(=O)Nc2cccc(C)c2)c1
    0	1	2	11	-5	0.0	5	4	-2	-1
> CC(=O)N1CCCN(S(=O)(=O)c2ccc3c(c2)oc(=O)n3C)CC1
    0	/	-1	7	-3	0.1	/	1	1	-2

# Screens from PubChem.
